P. falciparum M1AAP: P. falciparum M1AAP inhibitors, biochemical, fluorogenic H-Leu-NHMec substrate, 1536-well (AID 1445); Aminopeptidase N (Plasmodium falciparum (isolate 3D7)); recombinant M1AAP, H-Leu-NHMec fluorogenic kinetic assay; higher % means a stronger effect; one-dose inhibition, % at 30 µM; IC50 in µM for titrated hits; 220,000 tested, 0.42% active;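 active means primary inhibition above the hit cutoff, then over 50% inhibition at one or more dose response concentrations, cut at about 23% in these data, passing the limit was not always enough; inconclusive means conflicting primary data, or primary hits not chosen for dose response; inactive means low primary inhibition, or under 50% at every dose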;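 further: plate controls were DMSO full reaction for no effect and no enzyme background for full effect; strong numbers were not always called active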
WT yeast gro inh: growth inhibition of WT strain, primary screen, mitochondrial fusion inhibitor project, WT and mutant strains, chemical genetic; mitochondrial fusion phenotypic screen; inhibition, % at 10 µM; 190,000 tested, 2.1% active; AID 1362, 2008; in the data active means inhibition above about 58%; tested in S. cerevisiae
M17LAP inhibition: P. falciparum M17LAP inhibitors, primary screen, biochemical, fluorogenic H-Leu-NHMec substrate, 1536-well (AID 1619); inhibition, % at 30 µM; hits with a dose series show IC50 in µM; 220,000 tested, 0.38% active; recombinant M17LAP, H-Leu-NHMec fluorogenic kinetic assay; higher % means a stronger effect;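 active means compound inhibiting the enzyme by more than half at any dose during confirmatory dose-response retesting; inconclusive means strong single-dose inhibitors picked by rank but not retested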;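 further: plate controls were full reaction with DMSO carrier for no effect and no enzyme background for full effect; strong numbers were not always called active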
Dynein transport: inhibitors of GR-EGFP nuclear translocation, primary screen, dynein cargo transport inhibitor project, imaging, high-content, 3617.4 mouse cells. test concentration mostly 20 µM; stimulated with dexamethasone, 1 µM; stronger effect = lower value. z-score, hits read low. 220,000 tested, 0.47% active;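 active means plate z-score of nuclear minus cytoplasmic receptor signal below a set negative limit, without overly bright fluorescence or cell loss, cut at about -3.5 in these data, passing the limit was not always enough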;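 further: z-score of nuclear minus cytoplasmic ring GR-EGFP intensity difference per well; some compounds called inactive have numbers as strong as hits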
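Buffer or medium: tet-free, stripped-serum medium; reagent: dexamethasone at 1.0 µM final, 30 min; incubation: 48 h induction, 1 h compound, 30 min dex at 37 °C; measured by: formaldehyde fixation, Hoechst nuclear stain, 10x automated fluorescence imaging; read-out: nuclear-to-cytoplasmic GR-EGFP distribution per well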
Autophagy mod: autophagy modulators in MEF cells, primary screen, imaging, high-content, MEF GFP-LC3; MEF GFP-LC3 puncta imaging; test concentration mostly 10 µM; calls only at 10 µM (by protocol); 190,000 tested, 0.98% active; AID 463193, 2010;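 active means percentage of spot-positive cells more than 3 SD above its plate mean, without a fluorescence outlier flag or 80% toxicity; inconclusive means no clear call, values can overlap the other calls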;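 further: spot-positive cell cutoff set from DMSO-treated cells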
MT stabilize HCS: microtubule stabilizers in HeLa cells, primary screen, imaging, high-content imaging; HeLa tubulin immunostaining HCS, 24 h; share of cells brighter than vehicle mean+2SD; % tubulin-high responders, % at 10 µM; 200,000 tested, 0.83% active; AID 2205, 2009;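 active means plate Z-score above 3 for both tubulin-high and condensed-nucleus cell shares, with cell loss under 80%, at 10 µM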;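 further: anti alpha tubulin signal scored within the nucleus-defined area of each cell; some results filed as inactive read as strong as hits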
T cell HTS: modulators of CD8 T cell-vesicle binding, primary screen, mouse 2C CD8+ T cells, flow cytometry; 2C CD8+ T cell-vesicle binding; stronger effect = lower value; calls only at 7 µM; 330,000 tested, 0.068% active;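 active means response, share of CD8 T cells binding vesicles, and their 90th percentile fluorescence all below set limits, cut at about 80% in these data, passing the limit was not always enough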
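Material: 2C TCR transgenic mouse naive CD8+ T cells, MACS-purified. Also added: QL9-charged Drosophila Ld/ICAM-1/B7-1 vesicles. Timing: binding 1.5 h at 37 °C. Measured by: high-throughput flow cytometry with anti-B7-1 and anti-CD8 staining. Read-out: percent CD8+ FL2 mean versus row control. Controls: Unloaded micro-vesicles (low), QL9 vesicles with 0.7% DMSO (high).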
Yfh1-depleted yeast: enhancers of respiration in Yfh1-depleted yeast, dose response, Friedreich's ataxia, plus single-dose screen (AID 1465); S. cerevisiae Yfh1-off respiration, WST-1 reduction, 72 h; higher fold induction means a stronger effect; fold induction at 50 µM, or EC50 in µM where a hit was titrated; 220,000 tested, 0.074% active;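 active means fold induction of absorbance versus untreated yeast above a set limit, then at least 30% activation at any dose in follow-up; inconclusive means repeats straddling the limit, or above it without dose testing; inactive means fold induction below the set limit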;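 further: activators that raise dye reduction in frataxin-depleted yeast; strong numbers were not always called active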
b-catenin transl: modulators of beta-catenin nuclear translocation, primary screen, imaging, HeLa cells, immunofluorescence, high-content; nuclear translocation activity, % at 5 µM; 190,000 tested, 0.3% active;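 active means nuclear translocation activity above 50% at 5 µM, with a well cell count of 50 or more; inconclusive means wells under 50 cells across six images, flagged as toxic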;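 further: per-cell ratio of nuclear to cytoplasmic median beta-catenin stain intensity; plate controls were DMSO negative control for no effect and GSK-3 inhibitor IX positive control for full effect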
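Assay system: human HeLa cells, native beta-catenin; doses: 5 µM primary, 0.02–20 µM confirmation; incubation: compound treatment 24 h, 37°C, 5% CO2; technique: fluorescence imaging of beta-catenin antibody stain plus DAPI; measure: % activation, nuclear-to-cytoplasmic median beta-catenin signal ratio per cell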
WT yeast gro inh mutant strain: further read-out of WT yeast gro inh, marked with its call; inhibition, %; mitochondrial fusion phenotypic screen, mutant strain inhibition
Dynein transport cytoplasmic EGFP: further read-out of Dynein transport, marked with its call; z-score; measured here: cytoplasmic GR-EGFP intensity; stronger effect = higher value
Dynein transport nuclear GR-EGFP: further read-out of Dynein transport, marked with its call; z-score; measured here: nuclear GR-EGFP intensity;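 lower value marks the stronger effect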
Dynein transport cell count: also measured in Dynein transport; calls as there; z-score; measured here: cell count per field
b-catenin transl cell count 5 µM: also measured in b-catenin transl; calls as there; cell count; measured here: cell count, cytotoxicity flag
T cell HTS vesicle-bound %: second read-out of T cell HTS, no call of its own (marks repeat the call); double positive events, %; measured here: CD8+ vesicle-bound cell fraction;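 binding gate set so that unloaded-vesicle control wells show 10% double positive cells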
MT stabilize HCS Hoechst-high %: recorded beside MT stabilize HCS, whose call it bears; % Hoechst-high responders; measured here: nuclear condensation Hoechst responders;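 share of cells brighter than vehicle mean plus two SD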
MT stabilize HCS cytotoxicity %: recorded beside MT stabilize HCS, whose call it bears; toxicity, %; measured here: cytotoxicity by cell density;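 0% = mean cell density of plate MIN control wells and 100% = no cells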
Autophagy mod cell loss 18 h: further read-out of Autophagy mod, marked with its call; toxicity, %; measured here: cell loss, nuclei count;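 cell loss after 18 h compound exposure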
An asterisk follows results filed as active; i = inactive; ? = inconclusive; nt = not tested or not shown.

SMILES	P. falciparum M1AAP	WT yeast gro inh	WT yeast gro inh mutant strain	M17LAP inhibition	Dynein transport	Dynein transport cytoplasmic EGFP	Dynein transport nuclear GR-EGFP	Dynein transport cell count	Autophagy mod	Autophagy mod cell loss 18 h	MT stabilize HCS	MT stabilize HCS Hoechst-high %	MT stabilize HCS cytotoxicity %	T cell HTS	T cell HTS vesicle-bound %	Yfh1-depleted yeast	b-catenin transl	b-catenin transl cell count 5 µM
CSc1nc2ncc(C#N)cn2n1	1%	-1	8	-3%	-0.068	-0.27	0.29	0.24	i	2	3.0	1.6	5.8	i	44	i	-2.9	1121
C#CCOCCOCCOCCNc1nc(N2CCN(C(=O)[C@H](CCC(=O)O)n3cc(C(N)CC(C)C)nn3)CC2)nc(N2CCN(C(=O)[C@H](CCC(=O)O)n3cc(C(N)CC(C)C)nn3)CC2)n1 (stereo partly specified)	-3%	9	1	0%	1.7	-0.1	1.2	-1.3	i	-6	0.5	0.8	2.3	i	23	i	1.6	987
Cc1ccccc1Nc1nnc(SCC(=O)N(C)C2CCS(=O)(=O)C2)s1 (stereo unspecified)	3%	-8	8	29%	1.3	-0.23	0.3	-1.3	i	-13	4.7	2.3	8.3	i	35	i	nt	nt
COc1ccc(-c2ccc(=O)n(Cc3cccc([N+](=O)[O-])c3)n2)cc1	7%	57	35	0%	-0.45	-0.31	0.54	-0.2	i	2	0.7	2.6	3.0	i	20	i	-4.3	1190
Cn1c(O)c(N=NC(=O)C2COc3ccccc3O2)c2ccccc21 (stereo unspecified)	18%	nt	nt	24%	1.2	-0.21	1.1	-1.2	nt	nt	nt	nt	nt	i	57	i	1.1	1290
CC(=O)Nc1ccc(C(=O)NCCCOC(C)C)cc1	-2%	7	9	1%	1.9	0.00058	2.3	-2.1	i	-11	1.5	1.2	6.9	i	4	i	2.6	698
O=C(Nc1ccc2c(c1)OCO2)C1CCN(C(=O)c2ccc(Br)cc2)CC1	5%	5	2	-4%	-0.73	-0.28	-0.29	0.93	i	10	2.6	2.3	7.3	i	53	i	-0.2	1001
Cc1cc(/C=N/NC(=O)c2ccsc2)c(C)n1-c1cnccn1	4%	1	4	40%	-0.001	0.056	-0.32	0.38	i	24	2.3	2.3	2.4	i	59	i	0.1	1510
Cc1ccc(C2CC(C(F)F)n3ncc(C(=O)Nc4cnn(Cc5ccccc5C)c4)c3N2)cc1 (stereo unspecified)	3%	38	1	6%	-0.2	-0.23	0.27	0.2	i	5	28*	16*	29*	i	59	i	5.1	1361
CC(C)(C)S(=O)(=O)/C(C#N)=N/Nc1ccc(S(C)(=O)=O)cc1	3%	-3	-4	43%	1	-0.2	0.45	-0.92	i	2	6.1	1.6	2.8	i	50	i	-0.6	1047
O=C(O)c1ccc(/C=N/NC(=O)c2cc(-c3cccs3)nc3ccccc23)cc1	15%	-5	-4	-43%	-0.24	-0.33	-0.59	0.4	i	-1	3.2	2.0	2.6	i	45	i	1.8	933
Cc1ccc(C(=O)NNC(=O)c2cc3cc4ccccc4nc3s2)cc1	-3%	-15	-11	19%	-0.36	0.048	0.55	-0.41	i	9	3.2	1.5	8.2	i	16	nt	80*	719*
O=C(c1cnn2c(C(F)(F)F)cc(-c3ccccc3)nc12)N1CCCc2ccccc21	3%	3	2	7%	1.9	0.42	1.8	-0.97	i	-9	1.9	1.2	7.2	i	54	i	1.9	1149
O=C(Nc1ccc2c(c1)OCO2)[C@@H]1[C@@H]2C(=O)N(C3CCCCC3)C(=O)[C@@H]2C2c3ccccc3C=CN21 (stereo partly specified)	5%	0	3	1%	-0.47	-0.16	0.058	-0.38	i	-4	4.5	1.5	7.0	i	15	i	3.3	1142
COC(=O)c1c(C)nc(C)c2c(=O)oc3ccccc3c12	2%	13	0	-5%	-0.23	-0.15	0.27	-0.2	i	-4	3.8	1.2	1.3	i	56	i	-2.1	871
COc1ccc(N2C(=O)CC(Nc3cccc(C(C)=O)c3)C2=O)cc1OC (stereo unspecified)	10%	-13	4	4%	-0.24	0.097	0.25	-0.51	i	29	0.9	1.3	7.2	i	49	i	-6.1	1079
Cc1ccc([N+](=O)[O-])c(OCCN2CCNCC2)c1	-1%	-4	-5	14%	0.29	-0.2	0.45	-0.71	i	14	3.2	3.1	3.9	i	61	i	1.1	1137
COc1ccc2cc(-c3[nH]ncc3CN3C[C@@H]4CCC[C@H]3C4)ccc2c1	3%	4	3	16%	-0.074	-0.26	0.27	0.017	i	0	2.5	1.7	5.2	i	22	i	0.5	997
NS(=O)(=O)c1cccc(NC(=O)C2CC(=O)N(Cc3ccco3)C2)c1 (stereo unspecified)	6%	nt	nt	11%	2.1	-0.19	1.5	-1.3	nt	nt	nt	nt	nt	i	60	i	-0.1	1295
O=c1[nH]c(NCCCO)nc2c1C1(CCCC1)Cc1ccccc1-2	5%	9	1	-102%	-0.11	-0.29	0.59	0.27	i	9	3.7	2.7	3.9	i	50	i	-0.1	1052
CC(C)(C)c1ccc(S(=O)(=O)N2CCCC2C(=O)NC2=NCCS2)cc1 (stereo unspecified)	1%	13	23	7%	0.12	-0.18	-0.16	0.059	i	12	1.9	1.6	3.0	i	30	i	-6.1	999
Cc1[nH]n(-c2ccc(Cl)cc2)c(=O)c1C=NC12CN3CN(CN(C3)C1)C2	0%	7	7	12%	0.76	-0.23	0.55	0.25	i	2	3.0	2.4	6.0	i	41	i	-0.9	859
Cc1ccccc1OCC(O)CN1CCCCC1 (stereo unspecified)	1%	-12	-19	7%	-0.41	-0.24	-0.44	0.65	i	-5	2.5	2.0	8.7	i	10	i	-0.8	1586
CCN1CCN(C(=O)c2nn(-c3ccc(OC)cc3)c(=O)c3c2c2ccccc2n3C)CC1	4%	-4	-16	8%	0.2	-0.03	1.1	-1.9	i	-8	2.9	2.0	3.2	i	54	i	-2.4	613
Cc1ccccc1Nc1nc(N)nc(CSc2ccc(F)cc2)n1	0%	14	20	-1%	0.6	-0.17	0.5	-0.94	i	22	0.9	0.7	5.4	i	16	i	-0.2	1078
(continued)
SMILES	P. falciparum M1AAP	WT yeast gro inh	WT yeast gro inh mutant strain	M17LAP inhibition	Dynein transport	Dynein transport cytoplasmic EGFP	Dynein transport nuclear GR-EGFP	Dynein transport cell count	Autophagy mod	Autophagy mod cell loss 18 h	MT stabilize HCS	MT stabilize HCS Hoechst-high %	MT stabilize HCS cytotoxicity %	T cell HTS	T cell HTS vesicle-bound %	Yfh1-depleted yeast	b-catenin transl	b-catenin transl cell count 5 µM
COc1cc(N2CCCC2)c(OC)cc1/C=C(/C#N)c1ccc(Br)cc1	6%	24	-30	7%	0.25	0.26	0.052	0.41	?	nt	6.1	1.5	1.4	i	33	i	-0.2	1102
Cc1ccc(CN2CCN(Cc3cn[nH]c3C3CCCCC3)CC2CCO)cc1 (stereo unspecified)	-7%	2	8	0%	-0.62	-0.17	-0.47	0.82	i	16	2.2	2.3	5.7	i	15	i	-1.4	1007
COc1cccc(C2NC(=O)NC(C)=C2C(=O)Nc2cccc(C)c2C)c1 (stereo unspecified)	0%	8	5	-14%	-0.47	-0.24	-0.028	1.9	i	-5	5.5	2.6	5.7	i	33	i	-4.8	804
CCOc1ccc(NC(=O)N2CCN(c3nc4ccccc4s3)CC2)cc1	-2%	5	8	1%	0.37	-0.18	-0.00087	-0.46	i	3	2.1	2.0	6.7	i	4	nt	0.1	1407
COC(=O)c1ccc(Oc2nc(SC)nc(N(C)C)n2)cc1	5%	nt	nt	-21%	1.2	-0.25	1.2	-1	nt	nt	nt	nt	nt	i	31	i	0.2	1296
CN(C)c1ccc(/C=C/C(=O)c2ccc3c(c2)OCCO3)cc1[N+](=O)[O-]	8%	6	-1	1%	-0.75	0.091	-0.035	-1.2	i	0	3.3	4.4	5.2	i	47	i	0.5	979
COCCN1C(=O)C(=O)/C(=C(/O)c2ccc(S(=O)(=O)N3CCOCC3)cc2)C1c1cccc(O)c1 (stereo unspecified)	5%	nt	nt	13%	-1	0.28	-0.26	1.1	nt	nt	nt	nt	nt	i	47	i	-1.6	1397
O=C1CN(C(=O)Cn2ncc(Cl)c(Cl)c2=O)c2ccccc2N1	-1%	-9	13	-6%	-6.8*	2.4*	-2.5*	-0.3*	i	27	4.2	1.6	14	nt	nt	i	-7.0	1118
C=CCNC(=O)C1CC2Cn3c(nc4cc(C)c(C)cc43)C2N1C (stereo unspecified)	6%	nt	nt	2%	-0.92	-0.79	-0.42	0.52	nt	nt	nt	nt	nt	i	5	i	0.7	1314
O=[N+]([O-])c1ccc(N=Cc2c(O)ccc3ccccc23)cc1	8%	nt	nt	8%	-0.17	-0.2	0.38	0.69	nt	nt	nt	nt	nt	i	35	i	0.8	1329
COc1cc(OC)cc(C(=O)N2CCN(C(=O)COc3ccc4ccccc4c3)CC2)c1	11%	6	0	-3%	-0.099	-0.23	-0.24	0.38	i	-4	2.4	1.1	7.4	i	35	i	-3.0	799

Assay outcomes (PubChem BioAssay)
